GDH-TPI inh – GDH-TPI coupling enzyme inhibitors, primary screen, artefact control for M. tuberculosis FBA inhibitor project, biochemical, absorbance, full deck. AID 588335, 2011. inhibition, % at 4.8 µM. GDH-TPI coupled enzyme counterscreen, NADH absorbance. 360,000 tested, 1.2% active; in the data active = inhibition above about 30%;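 also: 0% = DMSO wells and 100% = wells lacking the enzyme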
Anthrax LF inh2 – Bacillus anthracis LF protease inhibitors, primary screen, biochemical, multiplex microsphere, MLPCN library; 360,000 tested, 0.12% active; Lethal factor (Bacillus anthracis), P15917; multiplex microsphere protease cleavage assay; AID 588501, 2011; inhibition, % at 10 µM; also: plate controls were buffer without enzyme for full effect and enzyme alone for no effect
Target sequence (P15917 whole entry, looked up): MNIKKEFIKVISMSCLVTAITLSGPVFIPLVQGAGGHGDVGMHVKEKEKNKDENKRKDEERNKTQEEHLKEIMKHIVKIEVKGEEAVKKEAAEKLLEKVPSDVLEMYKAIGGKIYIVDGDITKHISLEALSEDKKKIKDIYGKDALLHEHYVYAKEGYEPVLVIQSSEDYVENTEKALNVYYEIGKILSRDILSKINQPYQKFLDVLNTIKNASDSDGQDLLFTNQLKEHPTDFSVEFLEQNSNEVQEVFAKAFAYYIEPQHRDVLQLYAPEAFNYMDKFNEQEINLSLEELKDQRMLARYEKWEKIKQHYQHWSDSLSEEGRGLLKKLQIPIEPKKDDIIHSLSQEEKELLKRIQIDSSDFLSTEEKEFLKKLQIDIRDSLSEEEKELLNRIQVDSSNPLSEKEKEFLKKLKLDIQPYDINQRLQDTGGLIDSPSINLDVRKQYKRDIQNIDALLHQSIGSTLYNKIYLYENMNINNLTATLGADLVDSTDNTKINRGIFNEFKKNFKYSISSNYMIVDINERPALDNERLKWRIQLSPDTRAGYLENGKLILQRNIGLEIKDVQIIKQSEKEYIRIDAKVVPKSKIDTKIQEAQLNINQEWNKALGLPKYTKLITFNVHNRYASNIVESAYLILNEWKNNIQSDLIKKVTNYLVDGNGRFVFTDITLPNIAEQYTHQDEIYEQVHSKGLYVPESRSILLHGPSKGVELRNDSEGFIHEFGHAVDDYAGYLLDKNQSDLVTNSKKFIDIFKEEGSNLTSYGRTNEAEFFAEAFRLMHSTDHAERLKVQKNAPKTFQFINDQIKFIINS
Mtb FBA inh – Mtb FBA enzyme inhibitors, primary screen, biochemical, fluorescence, strain H37Rv | Fructose-bisphosphate aldolase (Mycobacterium tuberculosis (strain ATCC 25618 / H37Rv)), … | purified M. tuberculosis FBA, fluorescence read-out | inhibition, % at 1 µM | 360,000 tested, 2.3% active; in the data active = inhibition above about 27%;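 also: 0% = vehicle and 100% = reference inhibitor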
BoNT-A LC inh2 – BoNT/A light chain protease inhibitors, primary screen, biochemical, flow cytometry, MLPCN library | inhibition, % at 10 µM | AID 588499, 2011 | 360,000 tested, 0.17% active | multiplex microsphere protease substrate cleavage; also: plate controls were buffer without enzyme for full effect and enzyme alone for no effect
PfHsp40 yeast – rescue of yeast from PfHsp40 toxicity, primary screen, S. cerevisiae, ATP luminescence | S. cerevisiae expressing PfHsp40, growth rescue | growth rescue, % at 12.5 µM | 340,000 tested, 0.68% active; in the data active = growth rescue above about 28%, passing the limit was not always enough; inconclusive = no clear call, values can overlap the other calls;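 also: yeast W303a lacking pdr1 and pdr3 grown in galactose medium; growth measured after three days at 30 °C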
FadD28 binding – inhibitors of FadD28 bisubstrate probe binding, primary screen, biochemical, fluorescence polarization, single point; Mycobacterium tuberculosis FadD28 fatty-acid-AMP ligase; inhibition, % at 12.5 µM; 360,000 tested, 0.22% active; AID 588549, 2011; in the data active = inhibition above about 8.5%, passing the limit was not always enough; inconclusive = no clear call, values can overlap the other calls
Mtb UGM inh – M. tuberculosis UGM enzyme inhibitors, primary screen, biochemical, fluorescence polarization, single point. inhibition, % at 10 µM. UDP-galactopyranose mutase (Mycobacterium tuberculosis (strain ATCC 25618 / H37Rv)), …. 320,000 tested, 0.06% active. AID 504406, 2011. purified UGM, fluorescence polarization probe displacement; in the data active = inhibition above about 10%, passing the limit was not always enough; inconclusive = no clear call, values can overlap the other calls
BoNT F protease – BoNT/F light chain protease inhibitors, primary screen, biochemical, flow cytometry, MLPCN library; Multiplex microsphere protease cleavage assay; Botulinum neurotoxin type F light chain protease (Clostridium botulinum); 360,000 tested, 0.22% active; inhibition, % at 10 µM; in the data active = inhibition above about 35%, passing the limit was not always enough; inconclusive = no clear call, values can overlap the other calls; also: plate controls were buffer without enzyme for full effect and enzyme alone for no effect
BioA inh – M. tuberculosis BioA enzyme inhibitors, primary screen, biochemical, plate reader, single point, HTS. purified M. tuberculosis BioA enzyme. 360,000 tested, 0.096% active. AID 602481, 2012. 7,8-diaminopelargonic acid synthase BioA (Mycobacterium tuberculosis). inhibition, % at 9.99 µM; in the data active = inhibition above about 40%; inconclusive = no clear call, values can overlap the other calls
Active calls of the source: *; ? = inconclusive; / = not tested or not shown; & = joins results of further samples. Rule as the data show it, unless noted: active = inhibition above about 30%; inconclusive = no clear call, values can overlap the other calls; inactive = below that. Rows are unselected. Share with any hit: about 4.7%.

SMILES	GDH-TPI inh	Anthrax LF inh2	Mtb FBA inh	BoNT-A LC inh2	PfHsp40 yeast	FadD28 binding	Mtb UGM inh	BoNT F protease	BioA inh
Cc1nnsc1C(=O)N1CCCC(C)(C(=O)NS(=O)(=O)C2CC2)C1 (configuration not stated)	-2	0	6	0.1	/	0.7	/	-5	-0.8
CCOc1ccc2[nH]c(=O)c(C(c3nnnn3C3CCCCC3)N3CCN(C)CC3)cc2c1 (configuration not stated)	6	6	23	1.3	-2.4	-2.7	-2.5	3	/
N#CCOc1nc(N2CCCC2)nc(N2CCCC2)n1	-5	0	-1	0.1	-1.0	-2.3	1.2	-7	1.9
Cc1cc(NC(=O)CCCn2nc([N+](=O)[O-])c(Cl)c2C)no1	3	-6	4	-2.2	-0.3	-0.8	-0.7	-4	/
CC(=O)Nc1ccc(NC(=O)C2CCC(N3C(=O)C4C5C=CC(C6CC56)C4C3=O)CC2)cc1 (configuration not stated)	-1	2	1	-0.1	-1.3	-3.3	1.4	0	2.6
COc1ccc(-c2nc3c(n2O)CCCC3=O)cc1OC	23	-5	13	-1.2	-0.1	-0.1	-0.8	0	2.9
Clc1cccc(Nc2c3c(nc4ncnn24)CCC3)c1	-5	0	2	0.5	-0.8	0.5	-1.6	-1	6.5
CC(C)Cc1nc2n[nH]c(N)c2c2c1CCCC2	2	5	1	-0.1	-0.5	-1.8	1.8	-5	-1.1
Cc1ccc(-n2nnnc2SCC(=O)Nc2c(C)n(C)n(-c3ccccc3)c2=O)cc1	0	-1	-2	-0.1	0.6	-2.4	-1.7	-5	2.8
O=C(CN1CCN(c2cccc(C(F)(F)F)c2)CC1)N(C1CCCC1)C1CCS(=O)(=O)C1 (configuration not stated)	0	1	-4	1.2	-1.1	-1.4	2.9	2	-0.7
Cc1cccc(-n2cc(-c3ccccc3)[nH]c2=S)c1	0	-6	0	-0.3	1.9	-0.6	-1.8	15	-0.2
COc1ccccc1OCCNc1cc(N2CCOCC2)ccc1[N+](=O)[O-]	-2	-4	-10	-0.3	1.5	-5.3	-1.0	-2	0.0
CCOC(=O)N(C)c1c(CC)nc2c(OCc3ccc(OC(F)F)cc3)cccn12	7	-13	0	0.2	/	-3.3	/	3	5.1
C=C(C)CSc1nnc([C@H](CCSC)NC(=O)OC(C)(C)C)o1	-5	-3	2	0.1	1.5	-2.5	-2.1	-3	-0.8
CCN1C(=O)CC(N2CCN(c3cccc(OC)c3)CC2)C1=O (configuration not stated)	-6	-1	2	-0.4	-1.5	-0.9	-5.7	-4	1.0
COc1ccc(Nc2nc(OC)nc(N3CCN(c4ccc(OC)cc4)CC3)n2)cc1	0	-4	5	-3.7	1.6	-3.5	/	-12	-0.5
Cc1nc(-c2ccc3c(c2)CCC(=O)N3)cs1	10	-6	0	0.0	-0.4	-1.3	2.2	4	1.0
C/C(=N\OCC(=O)Nc1ccc(F)c(F)c1F)c1cc2ccccc2o1	7	-3	1	-0.1	0.1	-0.9	-0.4	-7	-2.0
NC(=S)N/N=C1\CCSc2ccc(Cl)cc21	5	-11	4	-4.4	-0.4	1.5	-2.8	?	0.5
O=S(=O)(Nc1ccc(O)c2ccccc12)c1ccc(F)cc1	6	-4	-2	-1.0	-0.6	-1.6	7.5	-9	-0.4
Cc1ccc(C)c(Cn2c(C(=O)O)c(C=O)c3ccccc32)c1	3	-4	-3	0.4	0.0	-3.2	-0.9	0	/
COC(=O)c1cc2occc2n1CC(=O)Nc1ccc(OC)c(OC)c1OC	-4	-4	1	-0.7	-0.2	-3.1	0.7	-12	3.0
O=C(NCCCNc1ccc(C(F)(F)F)cc1[N+](=O)[O-])c1ccc(F)cc1	16	0	-6	-1.1	-0.2	-1.0	2.4	-3	/
CC(C)(C)NC(=O)C(c1ccc(F)cc1)N(Cc1ccco1)C(=O)c1csnn1 (configuration not stated)	-7	5	-8	-0.4	-0.5	-2.1	0.1	15	1.0
CCc1ccc(NC(=O)COC(=O)CN2C(=O)COc3ccccc32)cc1	-4	-9	5	-1.8	-0.5	-2.2	1.3	?	1.3
CCCn1c(C)cc(C(=O)Cn2nnc3ccccc3c2=O)c1C	11	-3	2	-0.7	0.2	-3.3	-1.3	-4	/
Cc1ccc(S(=O)(=O)N(c2nc(NC(C)C)nc(NC(C)C)n2)n2cnnc2)cc1	-4	-5	1	0.9	1.0	-1.5	1.3	4	-0.7
COc1ccc(Cl)cc1-c1nc(SCC(=O)N(C)C2CCS(=O)(=O)C2)n[nH]1 (configuration not stated)	2	1	0	-0.2	0.1	-4.0	-1.4	2	0.2
Cc1ccc(OCC(=O)NS(=O)(=O)c2ccccc2)cc1	-1	-1	4	-0.5	0.3	-4.2	1.0	-3	-0.2
C[C@H]1CN([C@@H](C)CO)S(=O)(=O)c2ccc(Br)cc2O[C@@H]1CN(C)C(=O)C1CCOCC1	5	-5	-1	-0.2	/	-2.0	/	-4	0.5&0.2
CC(=O)c1cccc(NC(=O)c2sc3nc4n(c(=O)c3c2C)CCCCC4)c1	9	-4	1	-0.7	0.5	-4.9	-1.6	0	0.5
N#CCCn1cc(C(=O)Nc2ccccc2Br)c(-c2cccs2)n1	-2	-1	-1	-2.2	1.0	-4.7	0.0	-10	/
COc1ccc(-c2noc(CN(C)Cc3ccccc3)n2)c(OC)c1OC	0	-3	0	-1.6	-1.0	-2.1	1.8	-4	-0.4
CCC(C)(C)C1CCC(=NNS(=O)(=O)c2ccc(C)c([N+](=O)[O-])c2)CC1 (configuration not stated)	4	-2	1	0.0	0.4	-1.9	1.8	-9	/
CCn1c(-c2cccn(Cc3ccc(Cl)cc3Cl)c2=O)n[nH]c1=S	7	7	2	0.0	-1.6	-2.8	-0.8	-11	4.7
COc1ccc([C@@H]2CC=C(C(=O)O)[C@H](c3ccccc3F)N2S(=O)(=O)c2ccccc2C)cc1	8	0	0	-0.2	1.7	-2.4	-1.2	2	0.1
Cc1cc(Br)cn2c(Cc3ccsc3)c(-c3ccc(Cl)cc3)nc12	/	0	5	0.9	/	1.0	/	-8	1.8
COc1ccc(C2C(C(C)=O)=C(O)C(=O)N2Cc2cccnc2)cc1 (configuration not stated)	2	0	-7	-0.2	-0.2	-2.4	-0.5	4	-0.9
O=C(O)CC12CC3CC(C1)CC(n1ncc(NCc4ccccc4Cl)c(Cl)c1=O)(C3)C2	10	5	0	0.3	0.7	-1.4	0.4	-5	5.8
C(#CCN1CCOCC1)CCCN1CCOCC1	10	-7	2	0.5	-1.9	1.0	/	2	-1.6
COCCN1CN(S(=O)(=O)c2ccccc2)c2nc3ccccc3nc21	29	-1	18	-0.5	-1.6	0.7	1.2	-4	-2.1
CCn1c(=O)cc(OCC(=O)Nc2ccccc2N2CCN(C)CC2)c2ccccc21	3	-5	5	-0.1	-0.6	-0.1	0.0	-1	2.0
COc1ccc(C(=O)C2CN(c3ccccc3)CC2c2ccc(Cl)cc2)cc1 (configuration not stated)	2	-5	-2	-0.9	-0.2	1.6	0.6	-11	-0.1
FC(F)(F)c1cccc(Cn2c3[n+](c4ccc(C(F)(F)F)cc42)CCCCC3)c1	3	-9	-3	0.2	1.0	-5.5	0.7	-5	/
O=C(/C=C/[C@H]1O[C@@H](n2ccc(=O)[nH]c2=O)[C@H](O)[C@@H]1O)NC1CCN(Cc2ccccc2)C1 (some centres not stated)	/	-2	2	-0.1	/	-2.6	/	3	-0.2
Cc1ccc(/C=C/C(=O)NCCCN2CCN(CCCNC(=O)/C=C/c3ccc(C)o3)CC2)o1	14	-2	0	0.0	0.1	-1.5	1.2	-7	/
O=C(Nc1cc(Sc2nc3ccccc3s2)cc([N+](=O)[O-])c1)c1ccccc1F	3	0	-13	-0.2	0.9	-5.5	-1.9	-14	-0.1
O=C(Cc1ccc(Cl)cc1)Nc1ccccc1N1CCN(C(=O)c2ccccc2)CC1	1	4	1	1.5	-0.7	-1.7	-1.2	1	-2.4

Four compounds drawn at random from the list so far, as already listed:
SMILES	GDH-TPI inh	Anthrax LF inh2	Mtb FBA inh	BoNT-A LC inh2	PfHsp40 yeast	FadD28 binding	Mtb UGM inh	BoNT F protease	BioA inh
CCOC(=O)N(C)c1c(CC)nc2c(OCc3ccc(OC(F)F)cc3)cccn12	7	-13	0	0.2	/	-3.3	/	3	5.1
Cc1nc(-c2ccc3c(c2)CCC(=O)N3)cs1	10	-6	0	0.0	-0.4	-1.3	2.2	4	1.0
COc1ccccc1OCCNc1cc(N2CCOCC2)ccc1[N+](=O)[O-]	-2	-4	-10	-0.3	1.5	-5.3	-1.0	-2	0.0
COc1ccc(Nc2nc(OC)nc(N3CCN(c4ccc(OC)cc4)CC3)n2)cc1	0	-4	5	-3.7	1.6	-3.5	/	-12	-0.5

Later entries:
SMILES	GDH-TPI inh	Anthrax LF inh2	Mtb FBA inh	BoNT-A LC inh2	PfHsp40 yeast	FadD28 binding	Mtb UGM inh	BoNT F protease	BioA inh
CCC(C)(C)NC(=O)C(c1cccnc1)N(C(=O)c1csnn1)c1ccccc1 (configuration not stated)	-1	-8	5	-0.2	-1.7	1.8	0.5	-5	/
CCc1ccccc1NC(=S)N(CCOC)C(C)c1ccco1 (configuration not stated)	7	2	2	-1.0	0.3	-2.4	4.0	-5	7.2
Cc1ccc2nc(NC(=O)CCCc3nc4ccccc4s3)sc2c1	1	1	0	0.4	0.1	-3.3	-0.5	-1	-0.3
CN1CCc2nc(SC(C(=O)O)c3ccccc3)c(C#N)c(-c3cccs3)c2C1 (configuration not stated)	12	-14	-2	2.2	-1.7	-1.5	-0.3	-22	0.1
Cc1cc(=O)[nH]c(SCC(=O)N2CC3(C)CC2CC(C)(C)C3)n1 (configuration not stated)	7	-5	5	0.3	0.4	-2.6	-0.1	2	1.7
O=C(c1cnn(C(=O)c2ccccc2F)c1)c1ccccc1O	9	0	-1	3.0	-0.3	0.4	3.6	4	/
Cc1ccc(NC(=O)C(C)OC(=O)c2nc(Cl)ccc2Cl)cc1S(=O)(=O)N1CCOCC1 (configuration not stated)	-11	1	0	0.8	3.1	-1.0	/	-4	7.1
CS(=O)(=O)NN1C(=O)c2ccccc2NC12CCCC2	7	-2	35*	-0.8	0.0	-0.6	-1.1	-1	/
O=C(COc1cccc2ccccc12)N1c2ccccc2CCc2ccccc21	6	-2	3	-2.4	1.9	-1.8	1.3	-22	/
CN(C)S(=O)(=O)c1cc(NC(=O)COC(=O)c2nc(Cl)ccc2Cl)ccc1Cl	1	5	-1	0.7	-0.7	-2.5	-4.1	6	-3.0
O=C(C[N+]1(CC#Cc2ccccc2)CCOCC1)c1ccccc1	-2	0	0	0.8	-2.0	-3.0	-1.6	0	/
O=c1c2c3c(sc2nc2n1CCCC2)CCCC3	10	1	1	0.5	0.6	-0.7	2.8	-3	-1.5
Cc1ccc(C(=O)C2C(=O)C3CCC2C3)cc1 (configuration not stated)	-2	0	-2	-0.5	/	-3.4	/	-1	0.1
COc1ccccc1NC(=O)NC1CC(=O)N(c2ccc3c(c2)OCCO3)C1 (configuration not stated)	0	-4	0	3.9	0.1	-2.5	-0.5	-2	1.1
COC[C@H]1CCCN1[C@H]1CS(=O)(=O)N[C@@H]1COCc1ccccc1	/	0	1	0.4	/	-0.8	/	-2	0.2
COc1ccc(N2C(=O)CSC2c2ccccc2)cc1 (configuration not stated)	2	14	0	-0.3	-1.1	-4.7	0.9	-6	-1.4

Assay outcomes (PubChem BioAssay)
